Screening data: PubChem, Sanford-Burnham Center for Chemical Genomics
Rat MKP-3 inhibitors: MKP-3 phosphatase inhibitors, primary screen, biochemical, rat enzyme, in vitro (AID 425) | actives 0.17% (n = 110,000) | inhibition, % at 20 µM; hits with a dose series show IC50 in µM | recombinant MKP-3 phosphatase activity, fluorescence; higher % means a stronger effect; in the data active = inhibition above about 50%;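 also: plate controls were vehicle for no effect and reference inhibitor for full effect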
Hsp70 displacement: Hsp70 inhibitors, probe displacement, primary screen, biochemical, fluorescence polarization (AID 583); Hsp70 fluorescence polarization probe displacement, mP; higher % means a stronger effect; one-dose displacement, % at 20 µM; IC50 in µM for titrated hits; actives 0.06% (n = 140,000); in the data active = displacement above about 50%;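 also: plate controls were vehicle for no effect and reference ligand for full effect; a part of the inactive calls stands beside numbers as strong as those of hits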
* hit, by the source's call; . = not tested or not shown; & = joins results of further samples.

SMILES	Rat MKP-3 inhibitors	Hsp70 displacement
Cc1cc(/C=C2/SC(=O)NC2=O)c(C)n1-c1ccc(N2CCOCC2)cc1	0%	-3.9%
COC(=O)c1ccccc1NC(=O)CSc1nccn1C	-7%	-2.1%
O=[N+]([O-])c1ccc(-n2nnc3ccccc32)nc1	2%	-1.6%
O=C1CN(C(=O)c2cc(Br)c(Br)s2)c2ccccc2N1	.	-0.5%
COc1ccc(-c2ccc(/C=C3/SC(=S)NC3=O)o2)cc1Cl	29%	-73%
Cc1ccc(S(=O)(=O)C(C#N)c2nc3ccccc3nc2OC(C)C)cc1 (stereo not drawn)	-4%	9.2%
COc1ccc(C(CC(=O)NC(C)(C)C)n2cccc2)cc1 (stereo not drawn)	2%	-2.7%
COc1ccc(-c2nc(CSCC(=O)NCCC3=CCCCC3)c(C)o2)cc1OC	.	-3.0%
c1ccc(-c2cc(N3CCOCC3)nc3ccccc23)cc1	.	1.0%
O=C(CCCOc1ccc(Cl)cc1Cl)Nc1ccccn1	-1%	6.6%
CC1=C(C(=O)Nc2cccc(Cl)c2C)C(c2ccc(Cl)cc2)NC(=S)N1 (stereo not drawn)	-4%	-3.6%
Cn1c(=O)[nH]c(=O)c2c1nc(SCCN1CCOCC1)n2Cc1ccccc1	.	-0.6%
COc1ccccc1C1C2CCCCC2(O)CCN1CC(=O)Nc1ccccc1 (stereo not drawn)	-9%	-3.9%
Cc1cc(C)c(S(=O)(=O)N2CCN(CCO)CC2)c(C)c1	3%	5.4%
N#Cc1c(NC(=O)c2cnn3c(C(F)(F)F)cc(-c4ccccc4)nc23)sc2c1CCCC2	0%	-0.7%
Cc1[nH]nc2c1/C(=N/O)CC(c1ccccc1)C2 (stereo not drawn)	.	-3.9%
CCn1c(=O)c2cc(C(=O)Nc3cc(C)on3)sc2c2ccccc21	-11%	3.3%
c1cc(NCc2ccc3c(c2)OCO3)cc(-c2nc3ccccc3s2)c1	7%	-0.4%
CCCCC/C(C)=C(\C#N)C(=O)OCC	0%	6.8%
O=C1NC(=Nc2cccc(O)c2)S/C1=C\c1cccc(O)c1	2%	-9.1%
O=C1c2ccccc2C(=O)c2c(NC3CCCCC3)cccc21	6%	2.3%
Cc1ccc2nc(NCCCO)[nH]c2c1	.	-4.8%
COc1ccc(C(=O)Nc2cccc(C(C)=O)c2)cc1OC	-4%	3.1%
CCCCC(=O)Nc1ccc(Cl)cn1	-18%	-5.3%
O=c1[nH]c2ccccc2cc1/C=N\Nc1nc(-c2ccccc2)c2cc(Cl)ccc2n1	8%	-2.9%

Five of these compounds in another layout:
Rat MKP-3 inhibitors,Hsp70 displacement,compound
0%,6.8%,CCCCC/C(C)=C(\C#N)C(=O)OCC
2%,-9.1%,O=C1NC(=Nc2cccc(O)c2)S/C1=C\c1cccc(O)c1
6%,2.3%,O=C1c2ccccc2C(=O)c2c(NC3CCCCC3)cccc21
.,-4.8%,Cc1ccc2nc(NCCCO)[nH]c2c1
-4%,3.1%,COc1ccc(C(=O)Nc2cccc(C(C)=O)c2)cc1OC

Further compounds follow.
SMILES	Rat MKP-3 inhibitors	Hsp70 displacement
Cc1nnc(NC(=O)CSc2nnc(Cc3cccn3C)n2-c2cccc(C)c2C)s1	1%	4.2%
CCCn1c(=O)c(C(=O)c2ccccc2)nc2ccccc21	.	-1.9%
C/C=C(\C)C(=O)OC1c2c(ccc3ccc(=O)oc23)OC(C)(C)C1OC(C)=O (stereo not drawn)	.	-2.8%
COc1cc(/C=c2\sc3nc4cc(C)c(C)cc4n3c2=O)ccc1OCc1ccc(C)cc1	0%	-5.3%
O=C(Nc1ccc(Br)cc1)c1cccc(NC(=O)C2C3CC4OC(=O)C2C4C3)c1 (stereo not drawn)	.	1.5%
COC(=O)c1ccc(NC(=O)CN(C2CCCCC2)S(C)(=O)=O)cc1	-11%	-2.1%
O=C(c1cc2nc(-c3ccccc3)cc(C(F)(F)F)n2n1)N1CCOCC1	-5%&-4%	0.3%
Cc1cc(C)c(C#N)c(SCc2ccc(Br)cc2)n1	-1%	-2.1%
COc1ccccc1CC(=O)Nc1ccc(-c2nnc(-c3ccco3)o2)cc1	2%	-2.7%
Cc1cc(O)c(-c2cc(C(=O)Nc3ccc(S(=O)(=O)N4CCOCC4)cc3)[nH]n2)cc1C	0%	1.4%
COc1ccc(/C=C/C(=O)Nc2ccc(I)cc2Cl)cc1	2%	3.7%
Cc1cc(C)cc(N(CC(=O)NCc2ccco2)C(=O)CCC(=O)Nc2ccccn2)c1	0%	-1.0%
CC1(C)Oc2ccc(C(=O)NC3CCCC3)cc2N(CC(=O)NC2CCCCC2)C1=O	-12%	4.1%
O=C(/C=C/Nc1ccc(F)cc1)c1ccco1	4%	-1.1%
CCOc1c(Cl)cc(CNCC(C)C)cc1OC	.	-3.1%
O=C1CCCc2nc(N3CCCCC3)sc21	-14%	2.1%
N#Cc1cccc2c1-c1ccccc1/C2=N\NC(N)=O	3%	0.7%
COCCn1c(=O)[nH]c2cc(C(=O)OC)ccc2c1=O	1%	1.7%
Cn1c(C(=O)N2COCC2(C)C)cc2c(=O)n3ccccc3nc21	0%	3.9%
CCc1nccn1S(=O)(=O)c1ccc(OC)c(C)c1C	.	-3.9%
COc1ccc(C)cc1S(=O)(=O)N(CC(=O)O)c1ccc(F)cc1	-10%	1.7%
Cc1ccc2nc(-c3cc(NC(=O)COc4ccccc4)ccc3OC(=O)COc3ccccc3)oc2c1	1%	2.6%
CC(=O)c1cccc(N2C(=O)C3C4C=CC(C4=C(C)C)C3C2=O)c1 (stereo not drawn)	3%	-6.2%
Cc1nc2cc(C(=O)OCC(=O)NC3CCS(=O)(=O)C3)ccc2n1-c1ccccc1 (stereo not drawn)	.	1.2%
CN1CCc2c(sc3nc(SCC(N)=O)n(-c4ccccc4)c(=O)c23)C1	-8%	-73%

The list continues.
SMILES	Rat MKP-3 inhibitors	Hsp70 displacement
COc1ccccc1NC(=O)Cc1noc(CSc2cc(C)c3ccccc3n2)n1	-2%	-8.8%
COc1ccc(CCN2C(=O)CC(Nc3ccc(N4CCOCC4)cc3)C2=O)cc1OC (stereo not drawn)	-5%	-0.9%
Cc1ccc(OCCCN2CCN(C)CC2)c(C(C)(C)C)c1	3%	1.1%
O=C(COc1ccc(Cl)cc1)NC1=NN(c2ccccc2)C(=O)C1	6%	-0.2%
CCOc1ccccc1-c1nc(-c2ccc(NC(=O)c3ccc(Br)o3)cc2)no1	0%	-7.8%
COc1cc(NC(=O)CN2CCN(S(=O)(=O)c3ccc(C(C)C)cc3)CC2)cc(OC)c1	-2%	-2.1%
CC(=O)Nc1ccc(NC(=O)Cn2cc3c(n2)CCCC3)cc1	7%	2.5%
NC1=NC(c2ccc(Br)cc2)n2c(nc3ccccc32)N1 (stereo not drawn)	-2%	-5.2%
O=C(O)CN1C(=O)COc2cc(S(=O)(=O)N3CCCC3)ccc21	2%	2.6%
COc1ccc(Cl)cc1NC(=O)C1CSC(c2ccncc2)=N1 (stereo not drawn)	2%	0.6%
O=C(c1ccc(F)cc1)c1ccc(NS(=O)(=O)c2ccc(Cl)cc2)cc1	6%	5.4%
CCCOc1ccc(NC2=CC(=O)CC(C)(C)C2)cc1	-10%	-0.5%
CC(C)N(C(=O)CSc1nnc(CN2CCCCCC2=O)n1-c1ccccn1)C(C)C	0%	0.7%
O=C(Cc1c[nH]c2ccccc12)OCCOC(=O)Cc1c[nH]c2ccccc12	.	-3.2%
Cc1sc(NC(=O)NC2CCCCC2)nc1-c1ccccc1	1%	2.2%
COc1ccc(C(=O)NCCn2ccc3ccccc32)cc1	-8%	2.4%
COc1ccc(N2CCN(c3nc4c(c(=O)n(C)c(=O)n4C)n3Cc3ccccc3)CC2)cc1	-1%	0.8%
CCN(CC)CCCNC(=O)c1ccc(Cl)cc1	-2%	1.0%
Clc1ccc(-n2cccc2/C=N/n2cnnc2)cc1	.	-13%
CC1=C(C(=O)NCc2ccccc2)C(c2cccnc2)n2ncnc2N1 (stereo not drawn)	-11%	3.4%
CCN(CC)S(=O)(=O)c1ccc(C(=O)OCC(=O)N2CCN(C(=O)c3ccco3)CC2)cc1	1%	0.0%
O=S(=O)(NCC(c1ccccc1)N1CCCCC1)c1ccc(Cl)cc1 (stereo not drawn)	4%	-0.2%
CC1(C)C(=O)Nc2ccccc2N1C(=O)COC(=O)C12CC3CC(CC(O)(C3)C1)C2	2%	14%
N#CC1=C(N)N(c2ccccc2)C(c2ccco2)C1(C#N)C#N (stereo not drawn)	-10%	3.3%
Cc1ccc(-c2csc(NC(=O)C3C4CCC(C4)C3C(=O)O)n2)cc1C (stereo not drawn)	-1%	-2.7%

Single records, from the list above. Values in the order: Rat MKP-3 inhibitors | Hsp70 displacement
`O=C(c1ccc(F)cc1)c1ccc(NS(=O)(=O)c2ccc(Cl)cc2)cc1` across the screens: 6% | 5.4%
`CC1(C)C(=O)Nc2ccccc2N1C(=O)COC(=O)C12CC3CC(CC(O)(C3)C1)C2` across the screens: 2% | 14%
`Cc1ccc(-c2csc(NC(=O)C3C4CCC(C4)C3C(=O)O)n2)cc1C` (stereo not drawn) across the screens: -1% | -2.7%
`NC1=NC(c2ccc(Br)cc2)n2c(nc3ccccc32)N1` (stereo not drawn) across the screens: -2% | -5.2%

Remaining list, next part
SMILES	Rat MKP-3 inhibitors	Hsp70 displacement
CCOCCCNCc1ccc(OC)cc1	.	5.2%
Cc1oc(-c2ccccc2)nc1C(=O)OCC(=O)NC(=O)NCC(C)C	-4%	-3.3%
O=C(c1cccc(S(=O)(=O)NCCOc2ccccc2)c1)N1CCN(c2ncccn2)CC1	-2%	5.3%
Fc1cccc(Cl)c1COc1ccc(/C=N/n2cnnc2)cc1	0%	2.8%
O=C1CC(N2CCC(C(=O)N3CCCCC3)CC2)C(=O)N1 (stereo not drawn)	-1%	4.2%
COc1c(Cl)cc(C(=O)Nc2cccc3ccccc23)cc1Cl	1%	-3.4%
CCC(C)NC(=O)CCCCCn1c(=O)[nH]c2cc(OC)c(OC)cc2c1=O (stereo not drawn)	-9%	0.9%
CCCC1(C(=O)OCC)NC(c2ccc(N(C)C)cc2)C2C(=O)N(c3ccc4c(c3)OCCO4)C(=O)C21 (stereo not drawn)	.	3.7%
CC(C)c1ccc(N(CC(=O)N/N=C/c2cc(Cl)cc(Cl)c2O)S(=O)(=O)c2ccccc2)cc1	4%	2.6%
C=CCOC(=O)C1=C(C)NC(=O)NC1c1ccc(Cl)cc1 (stereo not drawn)	11%&0%	-0.1%
O=C(CC1Sc2ccccc2NC1=O)Nc1ccc(I)cc1 (stereo not drawn)	4%	-0.9%
C=CCN1C(=O)/C(=C\c2cc(OC)c(O)c([N+](=O)[O-])c2)C(=O)NC1=S	6%	-4.3%
O=[N+]([O-])c1ccc(Oc2ccc(F)cc2Br)c2ccncc12	.	1.8%
CC(C)OC(=O)CSc1nc2cccnc2n1-c1ccc(F)cc1	.	0.4%
[O-][n+]1onc2c1CCc1nnccc1-2	-10%	7.5%
O=C(CCCn1c(=O)oc2ccccc21)Nc1cccnc1	4%	-1.6%
CCOC(=O)C1=C(O)/C(=C\c2ccc(OC)cc2)N=C1/C=C/N(C)C	-1%	-3.0%
COC(=O)c1oc2ccc(Br)cc2c1NC(=O)c1ccccc1	2%	4.1%
COc1ccccc1OCCOc1ccccc1OC	2%	-2.5%
COc1ccc(N2CCN(C(=O)c3ccc(OCC4CCCO4)cc3)CC2)cc1 (stereo not drawn)	-18%	2.1%
O=C(c1cccnc1)N1CCN(S(=O)(=O)c2ccc(S(=O)(=O)N3CCCC3)cc2)CC1	-1%	3.3%
COc1ccc(Cl)cc1S(=O)(=O)N1CCN(c2ccc(F)cc2)CC1	3%	6.9%
O=C1CC(=O)N(Cc2ccco2)C(=O)N1	.	-13%
Cc1cc(S(=O)(=O)Nc2ccc3ccccc3c2)c(C)s1	.	3.0%
CC(C)C(C(=O)O)N1C(=O)/C(=C/c2cccc(O)c2)SC1=S (stereo not drawn)	0%	-4.6%

(listing goes on)
SMILES	Rat MKP-3 inhibitors	Hsp70 displacement
CCOc1ccc(NC(=S)NC(NC(=O)c2cccc(OC)c2)C(Cl)(Cl)Cl)cc1 (stereo not drawn)	0%	-4.0%
COC(=O)c1ccccc1NC(=O)COc1ccc(-c2ccc(C)cc2)cc1	0%	4.2%
CCn1c(SCC(=O)Nc2ccc3c(c2)OCO3)nc2c1c(=O)n(C)c(=O)n2C	-10%	0.6%
O=C(CN(c1ccc2c(c1)OCCO2)S(=O)(=O)c1ccccc1)Nc1ccc2c(c1)OCO2	-12%	6.1%
CCCCS(=O)(=O)CC(O)COc1ccc(Cl)cc1 (stereo not drawn)	0%	-1.3%
Cc1cccc(C(=O)Nc2ccc(S(=O)(=O)Nc3nccs3)cc2)c1	0%	2.3%
O=S(=O)(c1ccccc1)N1CCN(Cc2cccc(Cl)c2)CC1	5%&3%	1.1%&-0.2%
CCCC(=O)c1c(NCc2ccccc2)cc(C)oc1=O	1%	-1.6%
O=C(CSc1nnc(-c2ccccn2)n1Cc1ccccc1)Nc1ccc2c(c1)OCO2	3%	3.6%

Reprinted at random: 4 entries already listed
SMILES	Rat MKP-3 inhibitors	Hsp70 displacement
O=S(=O)(c1ccccc1)N1CCN(Cc2cccc(Cl)c2)CC1	5%&3%	1.1%&-0.2%
COC(=O)c1ccccc1NC(=O)COc1ccc(-c2ccc(C)cc2)cc1	0%	4.2%
O=C(CN(c1ccc2c(c1)OCCO2)S(=O)(=O)c1ccccc1)Nc1ccc2c(c1)OCO2	-12%	6.1%
CCCC(=O)c1c(NCc2ccccc2)cc(C)oc1=O	1%	-1.6%

These rows are one share of the data; the hit share may differ from the screen's.
